Giardia FBPA inh: blocks Giardia fructose-bisphosphate aldolase activity; A8B2U2; purified Giardia FBPA; Potency, µM (highest dose often 59.6 µM), for inactives: top-dose activity, negative = inhibition, hits mostly inhibitors; 290,000 compounds, 0.71% hits; AID 2451; note: potency is the fitted concentration of half-maximal effect; % is set by controls: 0 for no effect and ±100 for the full control effect; nearly all actives have a fitted effect of over 55% in size
Target sequence (A8B2U2 whole entry, looked up): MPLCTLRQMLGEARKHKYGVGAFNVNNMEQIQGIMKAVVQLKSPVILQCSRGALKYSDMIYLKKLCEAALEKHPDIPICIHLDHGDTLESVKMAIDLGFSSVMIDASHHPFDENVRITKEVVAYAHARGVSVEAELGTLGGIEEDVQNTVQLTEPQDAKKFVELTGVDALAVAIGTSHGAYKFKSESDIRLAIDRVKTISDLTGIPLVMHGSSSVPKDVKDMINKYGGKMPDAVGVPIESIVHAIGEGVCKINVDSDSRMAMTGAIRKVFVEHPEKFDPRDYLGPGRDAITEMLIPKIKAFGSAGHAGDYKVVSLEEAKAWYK
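40 nM FBPA preincubated 10 min at RT with compound (up to 57.5 uM final), then substrate plus GAPDH/TPI/NAD/arsenate coupling and diaphorase/resazurin added. Fluorescence read after 20 min at RT, 525/598 nm.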
HCMV inh: blocks human cytomegalovirus replication. AID 1259415. activity change, negative = inhibition, % at 57.5 µM. HFF cells, HCMV-luciferase reporter, 72 h; active compounds read low. 410,000 compounds, 4.5% hits; in the data active = activity change below about -60%; inconclusive = no clear call, values can overlap the other calls; inactive = above about -39%; note: % is set by controls: 0 for no effect and ±100 for the full control effect
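After 16 h attachment at 37C, HFF cells received test compound and HCMV-luciferase (1 PFU/cell); reporter luminescence read 72 h later, data normalized against buffer-only and known inhibitor Salinomycin.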
CHX counter: counter-screen hit for Shiga toxin inhibitors, cycloheximide; cell reporter, cycloheximide protein synthesis inhibition counterscreen; 300,000 compounds, 12% hits; max response, %; in the data active = max response mostly above about 13%, no sharp cut-off; inactive = mostly below about 14%; note: read at 38.3 µM for the half of the compounds with a filed dose; 0% is about no effect
Shiga toxin inh: inhibitors of Shiga toxin in Vero cells | Vero cells, Shiga toxin protein synthesis inhibition reporter | AID 2315 | 290,000 compounds, 9.2% hits | inhibition, % at 38.7 µM; in the data active = inhibition mostly above about 28%, no sharp cut-off; inactive = mostly below about 43%; note: 0% is about no effect
AMA1-RON2 inh: disrupts binding of P. falciparum AMA1 to RON2; AlphaScreen AMA1-biotinylated RON2 peptide binding; Potency, µM (series often up to 58.2 µM), without a hit: at the top dose activity change, negative = inhibition, actives largely listed as inhibitors; 360,000 compounds, 0.2% hits; AID 720542;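 note: potency is the fitted concentration of half-maximal effect; 0% = vehicle wells and -100% = peptide control; nearly all actives have a fitted effect of over 45% in size; some results filed as inactive show a strong effect at the top dose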
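AMA1 (3D7) with his tag at 25 nM final met compounds first, then biotinylated RON2 peptide at 25 nM; detection used donor plus acceptor beads, 10 µg/mL apiece, read by AlphaScreen after 30 min at room temperature.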
AmpC inh detg: inhibitors of E. coli AmpC beta-lactamase with detergent. P00811. AmpC hydrolysis of nitrocefin, absorbance 480 nm, 0.01% Triton. Potency, µM (highest dose often 114 µM), without a hit: top-dose activity change, negative = inhibition, actives largely listed as inhibitors. 370,000 compounds, 0.041% hits. AID 485294;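 note: potency is the fitted concentration of half-maximal effect; 0% = no-compound wells and -100% = no-enzyme wells; nearly all actives have a fitted effect of over 25% in size; some results filed as inactive show a strong effect at the top dose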
Target sequence (P00811 whole entry, looked up): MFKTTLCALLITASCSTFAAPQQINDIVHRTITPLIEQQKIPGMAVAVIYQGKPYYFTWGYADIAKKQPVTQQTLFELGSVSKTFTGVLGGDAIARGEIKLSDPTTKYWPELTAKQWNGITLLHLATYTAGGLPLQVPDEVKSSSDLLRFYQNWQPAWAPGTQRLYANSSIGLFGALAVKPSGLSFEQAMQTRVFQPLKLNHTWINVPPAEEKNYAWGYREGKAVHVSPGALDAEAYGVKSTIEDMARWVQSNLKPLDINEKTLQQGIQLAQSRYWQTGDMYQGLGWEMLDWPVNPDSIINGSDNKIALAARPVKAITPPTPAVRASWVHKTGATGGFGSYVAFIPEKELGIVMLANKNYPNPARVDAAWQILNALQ
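AmpC (5.3 nM in the dispensed reagent) in 20 mM phosphate pH 7.0 with 0.01% (detergent screen) or 0.0001% Triton X-100 was preincubated with compounds for 15 min at room temperature. Nitrocefin was then added from an 800 uM solution, and hydrolysis was followed at 480 nm.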
AmpC no deterg: blocks E. coli AmpC beta-lactamase in detergent-free assay; P00811; AmpC nitrocefin hydrolysis, absorbance 480 nm, 0.0001% Triton; Potency, µM (highest dose often 57.1 µM), without a hit: top-dose activity change, negative = inhibition, actives largely listed as inhibitors; 330,000 compounds, 0.52% hits;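 note: potency is the fitted concentration of half-maximal effect; plate controls were no compound for no effect and no enzyme for full effect; nearly all actives have a fitted effect of over 20% in size; some results filed as inactive show a strong effect at the top dose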
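AmpC (5.3 nM in the dispensed reagent) in 20 mM phosphate pH 7.0 with 0.01% (detergent screen) or 0.0001% Triton X-100 was preincubated with compounds for 15 min at room temperature. Nitrocefin was then added from an 800 uM solution, and hydrolysis was followed at 480 nm.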
The depositor's hits bear a star; ? = inconclusive; / = no result given; & = joins results of further samples; [ ] = remark or other dose. Unless noted, calls come from the whole dose curve; as a rule, active = well fitted curve in the direction sought with a large enough effect; inconclusive = small, poorly fitted or top-dose-only effect, or another doubt; inactive = no such curve, though single readings can be large; an effect the other way counts as inactive or inconclusive.

SMILES	Giardia FBPA inh	HCMV inh	CHX counter	Shiga toxin inh	AMA1-RON2 inh	AmpC inh detg	AmpC no deterg
CCOc1ccccc1NC(=O)N1CCC(c2nc3ccc(C)cc3[nH]2)CC1	-3%	0	-1	-13	0%	?	-39%
CCCN1CCN(C(c2cc3cc(OCC)ccc3[nH]c2=O)c2nnnn2C2CCCCC2)CC1 (stereo not given)	-15%	-12	-3	-16	-1%	-13%	70%[activator]
CC(C)(C)NC(=O)NC(=O)COC(=O)CCC1CCCCC1	1%	-18	-2	-10	13%	-6%	-5%
COc1ccc(C2C(C#N)=C(N)Oc3cc(O)ccc32)cc1C (stereo not given)	4%	91	-1	-11	5%	-5%	-34%
CCC(=Nc1ccccc1O)C1=C(O)CC(c2ccccc2)CC1=O (stereo not given)	-23%	-5	11*	34	-6%	0%	-47%
O=C(OCC(=O)N1CCCCCC1)c1ccc(F)cc1F	/	-26	/	/	8%	?	-6%
CC1CCCCC12NC(=O)N(CC(=O)N1CCN(c3ncccn3)CC1)C2=O (stereo not given)	/	?	/	/	2%	1%	-10%
COc1ccc(CC(=O)NNC(=O)COc2ccc(Br)cc2C)cc1OC	4%	-13	-3	14	35%[activator]	2%	24%
O=C1/C(=C/c2cccc(F)c2)SC(=S)N1NS(=O)(=O)c1ccccc1	-28%	-6	-10	2	34%[activator]	3%	-26%
COc1ccc(Cl)cc1NC(=O)c1nc2nc(C)cc(C(F)F)n2n1	29%	5	-5	-16	-1%	?	-12%
Cc1ccc(S(=O)(=O)N2CCCC(C(=O)NCc3ccco3)C2)cc1Cl (stereo not given)	0%	19	-3	16	5%	-4%	0%
Nc1ncc(Br)cc1S(=O)(=O)NCCC(=O)NC1CCCCC1	/	8	4	-14	42%[activator]	4%	-9%
O=C(c1cnn(-c2cccc(F)c2)c1)c1ccccc1O	13%	66	24*	100*	-4%	-2%	-28%
CC(CCc1ccccc1)NC(=O)c1ccco1 (stereo not given)	3%	5	2	-1	-6%	1%	-5%
Cc1cccc(C)c1NC(=O)Cn1nnc(C(=O)Nc2ccc(F)cc2F)c1N	-2%	-65*	4	17	5%	3%	-22%
CN1C(=O)c2ccccc2C(C(=O)O)C1c1cccc([N+](=O)[O-])c1 (stereo not given)	0%	-26	1	-8	4%	1%	-18%
CCOC(=O)c1nn(-c2ccccc2)c(C)c1C(C)=O	6%	13	-1	16	-2%	-2%	-8%
O=C(N/N=C/C=C/c1ccc([N+](=O)[O-])cc1)C1COc2ccccc2O1 (stereo not given)	-1%	-4	4	14	68%[activator]	?	-23%
O=C(O)/C=C/C(=O)NCCc1ccccc1	3%	-3	-4	11	11%	2%	-17%
O=C(NC1CCCCC1)C1CC(=O)N(c2ccccc2)C1 (stereo not given)	/	-8	18	34	-21%	-2%	-1%
CCN(CC(=O)NNC(=O)c1ccccc1)Cc1ccc(OC)c(F)c1	/	24	/	/	58%[activator]	/	-5%
COc1cccc(/C=N/NC(=O)CCCC(=O)NC2CCCCC2)c1	2%	-19	-2	3	3%	-21%	-21%
N#CC1=C(N)C(C#N)(C#N)C(c2cccnc2)C2CCCC=C12 (stereo not given)	4.5µM*	/	-8	-4	/	-18%	-22%
c1ccc(OCc2nn3c(C4CCCCC4)nnc3s2)cc1	10%	0	-2	-8	12%	-11%	-2%
O=C(N/N=C/c1c(F)cccc1Cl)c1cc(C2CC2)[nH]n1	-3%	-20	30*	77*	6%	-8%	-25%

(listing goes on)
SMILES	Giardia FBPA inh	HCMV inh	CHX counter	Shiga toxin inh	AMA1-RON2 inh	AmpC inh detg	AmpC no deterg
O=C(CCNS(=O)(=O)c1cccs1)N1CCc2ccccc2C1	-6%	-19	29*	86*	-4%	-2%	-33%
O=C(Nc1ccc(S(=O)(=O)Nc2ncccn2)cc1)c1cccnc1	0%	11	59*	114*	16%	1%	-9%
N#C/C(C(=O)NCCc1ccccc1)=C1/N=C(NC(=O)c2cccs2)c2ccccc21	-5%	8	9	9	6%	9%	-1%
O=C(NC(Cc1ccccc1)C(=O)O)/C(=C/c1ccco1)NC(=O)c1cccc(Br)c1 (stereo not given)	-17%	7	-2	4	37%[activator]	-13%	-25%
Cc1ccc(-c2nc3ccccn3c2NCc2ccc3c(c2)OCO3)cc1	-16%	51	45*	54*	-29%	-14%	-26%
COC(=O)c1cccc(C23CC4(C2)[C@H](CN(Cc2ccc(C(F)(F)F)cc2)[C@@H]4c2ccccc2)C3c2ccc(Cl)nc2)c1 (stereo not given in full)	2%&0%	-35	-7	3	1%	0%	-15%
COc1cc(-c2cc(C(=O)O)c3c(OC)c(OC)c(OC)cc3n2)ccc1O	0%	-7	-1	-5	-1%	1%	-6%
O=C1OC[C@@H]2CCCN2C(=O)[C@@H](CC(=O)N(CCO)Cc2ccccc2)C/C=C\C[C@@H]1Cc1ccc(F)cc1	/	-17	/	/	18%	/	309%[activator]
Cn1cnnc1SCCn1c(N2CCCCC2)nc2c1c(=O)[nH]c(=O)n2C	0%	17	8	21	40%[activator]	5%	-6%
CCOC(=O)N1CCN(C(=O)c2ccc(-n3c(=S)[nH]c4ccccc4c3=O)cc2)CC1	0%	-1	-2	-1	4%	-1%	-59%
Cc1ccc(C(=O)O)cc1NC(=S)NC(=O)C(c1ccccc1)c1ccccc1	24%	-36	7	-15	22%	-3%	-33%
Cc1nn(Cc2ccccc2)c2c1C(c1ccccc1)C(C#N)=C(N)O2 (stereo not given)	-18%	3	-3	-7	-8%	7%	-15%
O=[N+]([O-])c1nn(-c2ccc(Cl)cc2)n(O)c1=NCc1ccccc1Cl	1%	44	35*	74*	-6%	-1%	-32%
Cc1cccc(OCC(=O)Nc2ccc3c(c2)nc(CCN2CCN(C)CC2)n3C)c1	0%	?	-1	-9	0%	-2%	41%
CCC(C)C(NS(=O)(=O)c1ccc(C)cc1)C(=O)N1CCOCCOCCOCC1 (stereo not given)	2%	3	-3	1	-1%	?	23%
O=C(CSc1nnc(NC(=O)C2CC(=O)N(c3ccccc3)C2)s1)NCc1ccco1 (stereo not given)	-11%	13	-2	-7	-3%	2%	-41%
O=C(CC1C(=O)NCCN1Cc1ccc(-c2ccccc2)cc1)NCC1CCOCC1 (stereo not given)	6%	14	0	-15	8%	2%	33%
Cc1c(NC(=O)c2cc3ccccc3o2)c(=O)n(-c2ccccc2)n1C	-7%	-39	-3	3	1%	-13%	-12%
CCN(CC(O)Cn1c2ccccc2c2ccccc21)S(=O)(=O)c1ccc(F)cc1 (stereo not given)	-6%	11	7	-17	-7%	?	-1%
Cc1ccc(C)c(Cn2nnc3c(=O)[nH]c(C4CCCN(C(=O)c5ccco5)C4)nc32)c1 (stereo not given)	/	-27	-5	-3	13%	0%	36%
CCn1c(SCc2ccc(Cl)cc2Cl)nc2nc3c(cc2c1=O)CCCC3	5%	-13	1	-7	-7%	-5%	-16%
Nn1c(COc2cccc(Br)c2)nnc1SCC(=O)N1CCc2ccccc2C1	-3%	-8	-13	-22	13%	-12%	27%
O=C(O)C1C2CCC(O2)C1C(=O)Nc1ccc(F)c(Cl)c1 (stereo not given)	1%	-2	-3	-5	-13%	?	-15%
Cc1ccsc1CN(C(=O)c1ccccc1)C1CCS(=O)(=O)C1 (stereo not given)	/	-9	-5	-16	0%	4%	2%
O=C(O)C1=C[C@H](c2ccc(Br)cc2)C[C@H](OCCCCO)O1	10%	4	-1	-6	6%	3%	-13%

Profiles, looked up by structure.
`Cc1c(NC(=O)c2cc3ccccc3o2)c(=O)n(-c2ccccc2)n1C` across the screens: Giardia FBPA inh = -7%; HCMV inh = -39; CHX counter = -3; Shiga toxin inh = 3; AMA1-RON2 inh = 1%; AmpC inh detg = -13%; AmpC no deterg = -12%
`COc1ccc(Cl)cc1NC(=O)c1nc2nc(C)cc(C(F)F)n2n1` across the screens: Giardia FBPA inh = 29%; HCMV inh = 5; CHX counter = -5; Shiga toxin inh = -16; AMA1-RON2 inh = -1%; AmpC inh detg = ?; AmpC no deterg = -12%

Molecules listed so far that have bromine, in the order listed:
SMILES	Giardia FBPA inh	HCMV inh	CHX counter	Shiga toxin inh	AMA1-RON2 inh	AmpC inh detg	AmpC no deterg
COc1ccc(CC(=O)NNC(=O)COc2ccc(Br)cc2C)cc1OC	4%	-13	-3	14	35%[activator]	2%	24%
Nc1ncc(Br)cc1S(=O)(=O)NCCC(=O)NC1CCCCC1	/	8	4	-14	42%[activator]	4%	-9%
O=C(NC(Cc1ccccc1)C(=O)O)/C(=C/c1ccco1)NC(=O)c1cccc(Br)c1 (stereo not given)	-17%	7	-2	4	37%[activator]	-13%	-25%
Nn1c(COc2cccc(Br)c2)nnc1SCC(=O)N1CCc2ccccc2C1	-3%	-8	-13	-22	13%	-12%	27%
O=C(O)C1=C[C@H](c2ccc(Br)cc2)C[C@H](OCCCCO)O1	10%	4	-1	-6	6%	3%	-13%

The listing picks up, repeating the 5 entries before the break.
SMILES	Giardia FBPA inh	HCMV inh	CHX counter	Shiga toxin inh	AMA1-RON2 inh	AmpC inh detg	AmpC no deterg
CCn1c(SCc2ccc(Cl)cc2Cl)nc2nc3c(cc2c1=O)CCCC3	5%	-13	1	-7	-7%	-5%	-16%
Nn1c(COc2cccc(Br)c2)nnc1SCC(=O)N1CCc2ccccc2C1	-3%	-8	-13	-22	13%	-12%	27%
O=C(O)C1C2CCC(O2)C1C(=O)Nc1ccc(F)c(Cl)c1 (stereo not given)	1%	-2	-3	-5	-13%	?	-15%
Cc1ccsc1CN(C(=O)c1ccccc1)C1CCS(=O)(=O)C1 (stereo not given)	/	-9	-5	-16	0%	4%	2%
O=C(O)C1=C[C@H](c2ccc(Br)cc2)C[C@H](OCCCCO)O1	10%	4	-1	-6	6%	3%	-13%
O=C(CNS(=O)(=O)c1ccc(Br)s1)NCCc1ccc(Cl)cc1	-7%	-6	2	-5	-5%	-13%	-17%
CCOC(=O)C1CCN(C(=O)CN2C(=O)NC3(CCCCC3)C2=O)CC1	/	-30	/	/	1%	-9%	-14%
COC(=O)CN(c1ccc(C)cc1)S(=O)(=O)c1ccc(F)cc1	0%	-28	-2	-6	-9%	5%	-4%
CSCC[C@H](NC(=O)OC(C)(C)C)c1nnc(SCC(=O)N(C)C)o1	2%	-30	-4	-16	-1%	0%	10%
CCCCN1CC(C(=O)NCc2ccc(C)cc2)CC1=O (stereo not given)	5%	3	-4	-15	0%	-14%	-7%
CCN(C(=O)C(C)OC(=O)CCCNC(=O)c1ccc(Cl)cc1)c1ccccc1 (stereo not given)	/	7	/	/	6%	-10%	149%[activator]
CC(=O)c1cccc(NC(=O)NC2CCCCC2)c1	0%	-14	16	17	11%	-12%	-20%

From PubChem BioAssay
